OTUD3 block = human OTUD3 deubiquitinase inhibition; inhibition, % at 25 µM; Q5T2D3; purified OTUD3, Ub-rhodamine fluorescence, 2 h; 47,000 compounds, 0.7% hits
USP8 inh = inhibitors of human USP8 deubiquitinase; inhibition, % at 20 µM; purified USP8, Ub-rhodamine cleavage fluorescence, 30 min; P40818; 47,000 compounds, 4.2% hits; AID 1645853
USP7 block = human USP7 deubiquitinase inhibition. Q93009. purified USP7, Ub-rhodamine cleavage fluorescence. inhibition, % at 20 µM. 47,000 compounds, 0.3% hits
USP28 block = human USP28 deubiquitinase inhibition | Q96RU2 | purified USP28, Ub-rhodamine cleavage fluorescence, 30 min | inhibition, % at 25 µM | 47,000 compounds, 3% hits
USP10 block = human USP10 deubiquitinase inhibition; inhibition, % at 20 µM; Q14694; 47,000 compounds, 1.1% hits; purified USP10, Ub-rhodamine fluorescence, 60 min
USP17 block = inhibitors of human USP17 deubiquitinase; A8MUK1; purified USP17, Ub-rhodamine cleavage fluorescence, 3 h; inhibition, % at 50 µM; 47,000 compounds, 6.5% hits; AID 1645855
Target sequence (A8MUK1 whole entry, looked up): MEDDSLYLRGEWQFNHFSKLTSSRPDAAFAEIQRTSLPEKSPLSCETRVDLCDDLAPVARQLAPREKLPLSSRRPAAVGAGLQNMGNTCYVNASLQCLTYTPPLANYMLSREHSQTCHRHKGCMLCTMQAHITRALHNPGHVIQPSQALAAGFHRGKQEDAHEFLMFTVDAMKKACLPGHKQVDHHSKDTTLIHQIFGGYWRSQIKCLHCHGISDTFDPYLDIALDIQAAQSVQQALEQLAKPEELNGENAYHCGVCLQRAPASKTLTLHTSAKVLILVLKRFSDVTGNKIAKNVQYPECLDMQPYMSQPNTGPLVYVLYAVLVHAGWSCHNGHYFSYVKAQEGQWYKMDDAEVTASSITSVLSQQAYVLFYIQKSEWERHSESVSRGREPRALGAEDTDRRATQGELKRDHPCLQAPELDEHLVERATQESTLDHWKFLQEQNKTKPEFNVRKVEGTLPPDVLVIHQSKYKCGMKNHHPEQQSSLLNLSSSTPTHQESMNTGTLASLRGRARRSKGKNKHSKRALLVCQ
UCHL1 inh = human UCHL1 deubiquitinase inhibition | P09936 | purified UCHL1, Ub-rhodamine cleavage fluorescence | inhibition, % at 20 µM | 47,000 compounds, 0.2% hits | AID 1645859
USP30 block = inhibitors of human USP30 deubiquitinase; inhibition, % at 25 µM; purified USP30, Ub-rhodamine cleavage fluorescence; 47,000 compounds, 5.3% hits; Q70CQ3; AID 1645860
Target sequence (Q70CQ3 whole entry, looked up): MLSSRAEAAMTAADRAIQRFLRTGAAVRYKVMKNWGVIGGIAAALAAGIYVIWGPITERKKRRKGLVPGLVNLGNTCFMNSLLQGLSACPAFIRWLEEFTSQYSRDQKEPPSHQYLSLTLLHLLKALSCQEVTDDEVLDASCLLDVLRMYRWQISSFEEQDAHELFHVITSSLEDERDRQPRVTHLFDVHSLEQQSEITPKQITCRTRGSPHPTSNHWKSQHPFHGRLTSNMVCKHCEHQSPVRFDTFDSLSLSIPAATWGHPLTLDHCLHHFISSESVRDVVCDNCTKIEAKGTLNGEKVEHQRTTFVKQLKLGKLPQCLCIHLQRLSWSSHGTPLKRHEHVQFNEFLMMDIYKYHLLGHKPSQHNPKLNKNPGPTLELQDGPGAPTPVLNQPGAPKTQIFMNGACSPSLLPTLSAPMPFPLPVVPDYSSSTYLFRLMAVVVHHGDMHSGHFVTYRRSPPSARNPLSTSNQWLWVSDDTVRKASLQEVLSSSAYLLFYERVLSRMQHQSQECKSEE
* hit, by the source's call; i = inactive; . = not tested or not shown. No stated cut-off is given here; in the data, active means inhibition above about 30%; inactive means the rest.

item	canonical_smiles	OTUD3 block	USP8 inh	USP7 block	USP28 block	USP10 block	USP17 block	UCHL1 inh	USP30 block
1	Cc1ccc(CN2C(=O)C(CC(=O)Nc3ccccc3F)n3c2nc2ccccc23)cc1 (stereo unspecified)	-9.9	2.7	-62.5	1.1	6.5	-5.8	6.6	-2.9
2	CCCn1ccc(C(=O)N2[C@@H](CNC(C)=O)C[C@]3(C)[C@H]2CCCC[C@]3(C)O)n1	2.2	-1.4	2.2	1.0	2.0	5.7	-3.8	11.1
3	CC(C)CCn1c(N)c(-c2nc3ccccc3[nH]2)c2nc3ccccc3nc21	-17.5	13.3	-17.9	-29.2	-6.7	-7.5	-26.8	-95.0
4	CC(C)(C)C(=O)N1CC2CCC(Oc3cccnc3)C2C1 (stereo unspecified)	2.2	-34.9	0.7	-2.4	2.3	6.2	-0.6	13.7
5	Cc1cc(N(C)C)cc(C2CN(C(=O)c3ccn[nH]3)CCO2)n1 (stereo unspecified)	9.8	13.4	2.4	4.0	-0.5	15.3	-1.1	20.6
6	Cc1noc(C2CCCCN2Cc2cc(=O)n3ccccc3n2)n1 (stereo unspecified)	8.7	-11.3	1.8	0.3	-0.8	1.4	0.4	15.1
7	CC(C)C(=O)N1CC[C@@H]2CN(Cc3ccncc3)S(=O)(=O)[C@@H]2CC1	-7.9	-0.1	1.2	-14.8	0.9	-7.1	0.0	-2.8
8	Cc1cc2n(n1)C(c1ccc(C(=O)O)cc1)Nc1c(C)cccc1-2 (stereo unspecified)	7.7	-19.5	5.4	5.3	1.3	7.6	2.4	5.7
9	CNc1cc(C2CCCN(C(=O)c3cc(C4CC4)on3)C2)ccn1 (stereo unspecified)	-5.2	0.6	-4.2	-10.1	-0.6	-17.4	-4.4	-24.1
10	O=C(CC1C(=O)N(Cc2ccccn2)c2nc3ccccc3n21)Nc1ccc(F)cc1 (stereo unspecified)	-7.3	-39.5	-94.0	-12.6	-1.6	.	-3.8	-6.7
11	CC1=C(C(=O)OC2CCCC2)C(c2ccc(C)c(Br)c2)NC(=O)N1 (stereo unspecified)	-4.1	3.2	-39.0	9.0	14.2	2.0	5.2	4.7
12	CN(C)c1cnc(CC2CCCN(C(=O)c3ccncn3)CC2)cn1 (stereo unspecified)	-4.6	-1.8	-0.3	-4.3	-5.7	0.3	-3.9	-18.1
13	CC(=O)N1CCN(c2ccccc2NC(=O)Cc2ccc(Cl)cc2)CC1	5.9	-6.2	-3.9	.	-2.7	10.2	1.1	.
14	O=C(CCc1cn(CN2CCCCC2)c2ccccc12)N1CCCCCC1	12.5	7.0	-7.8	6.5	1.9	5.4	5.4	15.5
15	O=C1Nc2ccccc2NC12CCOCC2	-4.8	9.4	3.1	-3.7	-2.4	0.6	-1.7	-9.9
16	COc1ccccc1C(=O)NCc1nnc(SCC(=O)N2CCc3ccccc32)n1-c1cc(C)ccc1C	5.5	1.5	4.9	-1.7	0.2	9.8	3.9	10.9
17	CN1C[C@@H]2C[C@H](NS(=O)(=O)c3cccc(Cl)c3)CN2Cc2ccccc21	-12.8	6.0	0.8	-20.7	-9.2	-19.5	-0.1	-71.2
18	C[C@H](NC(=O)Cc1ccc(Cl)cc1)C(=O)N1CCC2(CC1)NCCc1[nH]cnc12	-5.5	21.2	2.9	-0.4	-7.3	9.1	-2.3	-20.3
19	Cc1ccc(S(=O)(=O)N2CCc3nc(N4CCOCC4)[nH]c(=O)c3CC2)cc1Cl	3.5	1.5	0.2	-0.4	5.7	9.8	-2.5	20.4
20	CN(Cc1ccccc1)C(=O)CCn1cnc2c(-c3ccc(F)cc3)noc2c1=O	9.1	0.1	1.3	13.9	-2.8	4.5	0.7	23.3
21	CC(C)(C)c1ccc(S(=O)(=O)NCc2ccc(C(=O)N3CCC4(CC3)OCCO4)cc2)cc1	-4.9	-2.7	-4.8	-5.4	1.1	6.7	-2.0	-12.6
22	Cc1ccc(C)c(N2CCN(c3nc4ccc(Cl)cc4nc3-n3nc(C)cc3C)CC2)c1	0.0	5.4	0.1	-0.6	0.3	0.4	0.1	-8.2
23	Cc1ccc(C2=NC3(CCN(C(=O)Nc4ccccc4)CC3)NC2=O)cc1	2.3	-5.5	2.0	-11.5	3.8	-5.3	0.6	-4.1
24	COc1cccc(N2CCN(C(=O)c3snc(-c4ccncc4)c3N)CC2)c1	1.4	3.9	-0.4	10.0	-0.5	-1.7	1.2	11.1
25	CCCc1nc2cccnc2n1C1CCN(C(=O)Nc2ccccc2OCC)C1 (stereo unspecified)	3.6	6.0	-5.3	6.6	4.0	7.7	4.8	14.0
26	O=C(Nc1nnc2n1CCCS2)c1ccc(Cl)cc1	-4.9	-163.1	0.0	15.8	-0.7	-30.1	-1.6	2.5
27	CC1CCCN(c2nc3c(c(=O)[nH]2)CN(Cc2cccnc2)CC3)C1 (stereo unspecified)	-16.7	-36.0	-1.1	-18.8	-1.8	-14.6	-4.9	-56.7
28	O=C1N(CC2CC2)CCN1c1ccc2c(c1)CCC2	13.9	18.4	-2.6	34.2*	0.5	10.6	-0.9	20.1
29	Cc1c(OCc2ccccc2)noc1C1CCN(C(=O)CCN)CC1	-1.7	-88.0	-10.3	41.0*	-0.2	-18.7	-1.3	7.2
30	O=C1CC(c2ccco2)Cc2[nH]c(=O)c(C(=O)Nc3ccc(Cl)cc3)cc21 (stereo unspecified)	20.2	-16.3	-25.8	34.7*	-6.5	59.5*	-1.7	-36.5

In another format: results already given
20: CN(Cc1ccccc1)C(=O)CCn1cnc2c(-c3ccc(F)cc3)noc2c1=O
21: CC(C)(C)c1ccc(S(=O)(=O)NCc2ccc(C(=O)N3CCC4(CC3)OCCO4)cc2)cc1
Compound	20	21
OTUD3 block	9.1	-4.9
USP8 inh	0.1	-2.7
USP7 block	1.3	-4.8
USP28 block	13.9	-5.4
USP10 block	-2.8	1.1
USP17 block	4.5	6.7
UCHL1 inh	0.7	-2.0
USP30 block	23.3	-12.6

Next compounds
item	canonical_smiles	OTUD3 block	USP8 inh	USP7 block	USP28 block	USP10 block	USP17 block	UCHL1 inh	USP30 block
31	Cc1nnsc1C(=O)NCCc1c[nH]c2ccccc12	-9.2	3.0	0.0	-9.6	-1.6	-12.5	-3.0	-9.0
32	Cn1cc2c(n1)c(=O)n(Cc1ccc(F)cc1)c(=O)n2CC(=O)NCc1ccco1	-4.3	-11.4	-46.0	-15.0	-4.6	-38.0	-3.8	-64.8
33	COc1ccccc1Nc1cc(C(=O)NCCCN2CCN(c3cccc(Cl)c3)CC2)c2ccccc2n1	-1.0	9.4	8.4	0.2	-6.0	0.2	7.0	-9.0
34	CC(NC(=O)c1cc2c(F)cccc2[nH]1)c1ccccn1 (stereo unspecified)	-0.4	-9.0	-2.2	.	-3.7	-4.4	-1.6	.
35	Cc1ccc(Cn2nccc2NC(=O)c2cc(-c3ccccc3)on2)cc1	3.6	14.1	10.6	8.5	12.1	3.8	1.9	18.1
36	O=C(NCCC(=O)N1CCC2(CC1)NCCc1[nH]cnc12)c1cccc(Br)c1	1.5	2.9	-0.2	-1.6	2.2	0.9	-0.8	3.6
37	CCOC(=O)c1cc2c(ccn2C)n1CC(=O)NC1CC1	-148.3	-55.1	-17.0	-214.5	-5.4	-134.4	-17.5	i
38	CC(C)n1cnc2c1C(C(=O)NCc1cccnc1)N(Cc1cccnc1)CC2 (stereo unspecified)	-0.1	-3.1	2.9	-2.4	-2.6	-0.5	0.6	1.7
39	CCc1cc(C(F)(F)F)n2nc(C3CCN(C(=O)c4ccccc4F)C3)cc2n1 (stereo unspecified)	-1.8	-9.2	-3.2	0.4	0.8	-7.6	-1.0	0.3
40	CC(C)N1CCc2ncn(C)c2C1C(=O)N1CCN(c2ccccc2)CC1 (stereo unspecified)	-10.2	-33.5	-5.5	-15.6	-6.0	-24.4	-4.4	-29.1
41	N#Cc1c(-c2ccc(Cl)cc2)ccn2nc(CCC(=O)O)nc12	-11.9	-1.5	-106.2	-21.2	-5.1	-31.6	-4.1	-19.8
42	N#Cc1ccc(C(=O)N2CCCC(COc3ccc(C(=O)N4CCOCC4)cc3)C2)cc1 (stereo unspecified)	1.3	0.1	-2.7	2.0	2.9	-6.3	1.7	5.0
43	O=C(c1cnccn1)N1CCCn2nc(-c3ccc(Cl)cc3)cc2C1	11.1	6.5	1.4	5.5	1.1	4.1	2.9	16.1
44	Cc1cccnc1C(=O)N1CCC(c2cc(=O)n3[nH]ccc3n2)CC1	4.5	-3.9	3.1	9.0	2.9	-1.6	1.9	25.0
45	CC(C)c1noc(CC2CCN(C(=O)c3ccc(Cl)cc3)CC2)n1	-5.5	-1.7	-4.4	-0.7	-1.9	-7.8	-1.2	-7.7
46	Cc1sc2ncc(C(=O)N3CCN(c4ccccc4)CC3)c(=O)n2c1C	-7.0	-6.9	-4.3	-14.4	-6.2	-8.8	-2.7	-33.1
47	O=S(=O)(c1ccccc1F)N1CCCn2nnc(COCC3CC3)c2C1	1.2	-0.3	-1.1	-0.6	-1.6	0.7	-1.9	4.9
48	O=C(O)/C=C/C(=O)Nc1cc(CC(=O)O)ccc1O	-2.7	-136.4	-8.1	-12.6	-2.5	-52.0	-2.7	-71.4
49	O=C(C1CCCN1S(=O)(=O)c1cccs1)N1CCc2ccccc2C1 (stereo unspecified)	-0.7	6.4	-2.1	-7.7	-2.2	-12.0	0.0	-5.0
50	CN(C=C1NC(=O)c2ccccc2N1)CC(=O)Nc1ccccc1C(=O)Nc1ccccc1	-12.5	-129.7	-6.4	-27.8	-3.7	-45.0	-2.9	-53.7

Quoted at random: 4 compounds from above.
item	canonical_smiles	OTUD3 block	USP8 inh	USP7 block	USP28 block	USP10 block	USP17 block	UCHL1 inh	USP30 block
49	O=C(C1CCCN1S(=O)(=O)c1cccs1)N1CCc2ccccc2C1 (stereo unspecified)	-0.7	6.4	-2.1	-7.7	-2.2	-12.0	0.0	-5.0
44	Cc1cccnc1C(=O)N1CCC(c2cc(=O)n3[nH]ccc3n2)CC1	4.5	-3.9	3.1	9.0	2.9	-1.6	1.9	25.0
46	Cc1sc2ncc(C(=O)N3CCN(c4ccccc4)CC3)c(=O)n2c1C	-7.0	-6.9	-4.3	-14.4	-6.2	-8.8	-2.7	-33.1
41	N#Cc1c(-c2ccc(Cl)cc2)ccn2nc(CCC(=O)O)nc12	-11.9	-1.5	-106.2	-21.2	-5.1	-31.6	-4.1	-19.8

New compounds follow:
item	canonical_smiles	OTUD3 block	USP8 inh	USP7 block	USP28 block	USP10 block	USP17 block	UCHL1 inh	USP30 block
51	O=S(=O)(c1ccc(-c2ccco2)cc1)C1CCN(Cc2cccnc2)CC1	-2.7	4.9	-6.9	-6.8	-2.8	20.6	-1.6	-39.4
52	O=c1[nH]c2ccc(S(=O)(=O)N3CCN(Cc4ccccc4)CC3)cc2[nH]1	4.4	6.9	2.8	16.6	-2.2	-11.7	3.6	-16.7
53	O=C(Cn1cccc(S(=O)(=O)N2CCCC2)c1=O)Nc1ccc(F)cc1	-15.0	-20.7	-8.1	-14.6	-5.1	-5.8	-8.4	-15.9
54	Cc1cnc(C(=O)N2CCC(c3nc(N(C)C)ncc3-c3ccc(F)cc3)CC2)cn1	-7.9	-3.1	-0.6	-8.3	-1.3	-10.1	-0.1	-5.9
55	CCN1CCN(C(=O)Cn2c(C)ccc(NC(=O)c3ccc(C)cc3)c2=O)CC1	6.7	13.2	6.1	13.2	-0.6	8.2	2.9	19.7
56	FC(F)(F)c1cccc(OCc2cc(-c3ccccc3)no2)c1	2.6	9.9	0.1	1.1	0.4	13.8	0.9	7.5
57	O=C(O)c1cc(/C=C/c2ccc([N+](=O)[O-])cc2)nc2ccccc12	-9.2	-47.4	0.0	-3.0	-1.6	-10.9	-3.3	-23.7
58	Cc1ccc(/C=C/C(=O)N2CCC(c3nc(C(=O)N4CCOCC4)c(C)o3)CC2)cc1	6.9	-7.7	7.6	7.4	-0.1	-2.7	1.3	22.9
59	Cc1ccn2cc(CCNC(=O)c3ccc(F)c(F)c3)nc2c1	-4.1	-0.7	-11.6	0.9	-0.3	-2.5	-3.6	-44.1
60	COCCN1C(=O)c2ccccc2C(C(=O)N2CCN(c3ccc(C(C)=O)cc3)CC2)C1c1cccs1 (stereo unspecified)	5.2	12.1	1.3	3.1	-1.6	-1.2	0.2	7.0
61	N#Cc1c2n(c(=O)n(CC(=O)c3ccc(Cl)cc3)c1=O)CCC2	0.6	-18.9	-18.6	.	-5.0	13.3	-45.5	.
62	Cc1ccc2nc3c(cc(C(=O)N4CCN(C)CC4)n3Cc3ccccc3)c(=O)n2c1	2.1	8.6	1.8	8.0	1.8	4.3	3.7	12.7
63	Cc1cc(C)c(NC(=O)c2cnn3c(C)cc(C)nc23)c(C)c1	-0.7	2.1	-10.2	-4.7	-1.0	0.6	2.7	0.0
64	CCc1nc(-c2c(C)cc(C)nc2NC(=O)C2(c3ccccc3)CC2)no1	-5.3	-1.0	-5.1	-3.4	-3.9	-6.7	-2.0	-24.5
65	COc1ccc(-c2cnc(N(C)C)nc2C2CCCCN2)cc1 (stereo unspecified)	7.4	10.3	-4.9	1.3	-3.4	0.3	1.7	13.0

Screens: PubChem BioAssay, Dana-Farber Cancer Institute and Novartis Institutes for BioMedical Research (Cambridge, Mass)
